Screening results deposited in PubChem by several laboratories.
BoNT A protease = blocks Botulinum neurotoxin A light chain protease. multiplex microsphere protease substrate cleavage, flow cytometry. inhibition, % at 10 µM. actives 0.17% (n = 360,000). AID 588499; in the data active = inhibition above about 30%; inconclusive = no clear call, values can overlap the other calls; also: plate controls were buffer without enzyme for full effect and enzyme alone for no effect
PrPC surface inh = reduces human prion protein on the cell surface; P04156; cell surface PrPC, TR-FRET read-out; inhibition, % at 13.8 µM; actives 0.43% (n = 370,000); in the data active = inhibition above about 24%; also: 0% = median of the test wells and 100% = reference compound wells
GDH-TPI counter = counter-screen for M. tuberculosis FBA inhibitors: GDH-TPI coupled enzymes | GDH-TPI coupled enzyme counterscreen, NADH absorbance | inhibition, % at 4.8 µM | actives 1.2% (n = 360,000);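 also: 0% = DMSO wells and 100% = wells lacking the enzyme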
CCHFV vOTU inh = blocks the CCHF virus ovarian tumor domain protease | CCHFV vOTU protease, Pep-AMC fluorescence | inhibition, % at 11.5 µM | actives 0.55% (n = 370,000); also: 0% = vehicle wells with enzyme and 100% = no enzyme wells
Mtb FBA inh = inhibitors of M. tuberculosis fructose-bisphosphate aldolase; P9WQA3; purified M. tuberculosis FBA, fluorescence read-out; inhibition, % at 1 µM; actives 2.3% (n = 360,000); in the data active = inhibition above about 27%;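 also: 0% = vehicle and 100% = reference inhibitor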
Target sequence (P9WQA3 whole entry, looked up): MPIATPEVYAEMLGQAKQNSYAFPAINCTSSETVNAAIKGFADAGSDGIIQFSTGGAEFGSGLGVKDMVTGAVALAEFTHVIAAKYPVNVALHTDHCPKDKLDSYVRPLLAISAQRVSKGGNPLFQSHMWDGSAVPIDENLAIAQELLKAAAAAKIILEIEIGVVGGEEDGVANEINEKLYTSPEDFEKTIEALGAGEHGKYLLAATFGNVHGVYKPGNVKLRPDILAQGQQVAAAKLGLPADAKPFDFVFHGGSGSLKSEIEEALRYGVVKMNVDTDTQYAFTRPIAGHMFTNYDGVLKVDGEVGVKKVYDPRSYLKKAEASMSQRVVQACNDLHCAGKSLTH
Mtb BioA inh = blocks M. tuberculosis BioA enzyme activity | actives 0.096% (n = 360,000) | inhibition, % at 9.99 µM | AID 602481 | purified M. tuberculosis BioA enzyme, plate reader; in the data active = inhibition above about 40%; inconclusive = no clear call, values can overlap the other calls
BoNT F protease = blocks Botulinum neurotoxin F light chain protease | Multiplex microsphere protease cleavage assay, flow cytometry | inhibition, % at 10 µM | actives 0.22% (n = 360,000); in the data active = inhibition above about 35%, passing the limit was not always enough; inconclusive = no clear call, values can overlap the other calls; also: plate controls were buffer without enzyme for full effect and enzyme alone for no effect
UGM FP inh = Mtb UDP-galactopyranose mutase inhibition. purified UGM, fluorescence polarization probe displacement. inhibition, % at 10 µM. actives 0.06% (n = 320,000). AID 504406; in the data active = inhibition above about 10%, passing the limit was not always enough; inconclusive = no clear call, values can overlap the other calls
Target sequence (P9WIQ1 whole entry, looked up): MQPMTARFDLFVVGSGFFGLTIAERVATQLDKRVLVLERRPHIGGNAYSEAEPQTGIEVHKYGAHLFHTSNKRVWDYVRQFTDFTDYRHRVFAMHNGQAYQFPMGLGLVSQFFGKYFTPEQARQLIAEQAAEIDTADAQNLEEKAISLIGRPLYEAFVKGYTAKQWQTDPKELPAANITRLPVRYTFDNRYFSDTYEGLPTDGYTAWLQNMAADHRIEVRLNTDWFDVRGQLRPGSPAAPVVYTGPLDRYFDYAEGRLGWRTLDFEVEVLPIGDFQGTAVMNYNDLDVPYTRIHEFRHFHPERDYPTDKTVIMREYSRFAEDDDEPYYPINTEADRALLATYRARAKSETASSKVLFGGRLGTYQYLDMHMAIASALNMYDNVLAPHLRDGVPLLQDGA
FadD28 binding = M. tuberculosis FadD28 bisubstrate binding inhibition; FadD28 bisubstrate probe binding, fluorescence polarization; inhibition, % at 12.5 µM; actives 0.22% (n = 360,000); in the data active = inhibition above about 8.5%, passing the limit was not always enough; inconclusive = no clear call, values can overlap the other calls
An asterisk follows results filed as active; ? = inconclusive; · = not tested or not shown. Rule as the data show it, unless noted: active = inhibition above about 30%; inactive = the rest.

item	molecule	BoNT A protease	PrPC surface inh	GDH-TPI counter	CCHFV vOTU inh	Mtb FBA inh	Mtb BioA inh	BoNT F protease	UGM FP inh	FadD28 binding
1	Cc1cccc(NC(=S)NNC(=O)c2cccc([N+](=O)[O-])c2)c1	1.1	-3	24	2	1	1.3	?	0.0	0.4
2	COC(=O)[C@]1(C)N[C@H](CN(C)C(=O)c2ccccc2)[C@@H]2C(=O)N(Cc3ccccc3)C(=O)[C@@H]21	0.2	2	3	5	-2	0.3	-8	·	1.3
3	COc1ccccc1[C@@H]1C(c2cccc(Cl)c2)=NN(c2ccc(Br)cc2)[C@H]1C(=O)N1CCOC1=O	1.0	1	-2	-2	11	2.6	1	2.4	-0.6
4	O=C(COC(=O)/C=C/c1cccc(C(F)(F)F)c1)NC1CCS(=O)(=O)C1 (configuration not stated)	-0.4	6	0	-3	2	-0.5	-3	·	-0.8
5	CCS(=O)(=O)C1=NN2C(=N)/C(=C\c3ccc(SCc4ccco4)o3)C(=O)N=C2S1	-0.1	0	8	24	-5	·	-2	·	6.9
6	CC(c1ccccc1)N(CC(=O)NC1CCCCC1)S(=O)(=O)c1cccc(C(F)(F)F)c1 (configuration not stated)	1.0	1	3	-18	-2	-0.4	1	2.0	-3.2
7	COC(=O)Cc1cc(=O)n(-c2ccccc2)[nH]1	-0.2	-4	2	-7	2	·	0	0.1	0.7
8	COc1ccc(S(=O)(=O)NC(C)(C)C)cc1-c1nnc2c3ccccc3c(C)nn12	-1.5	0	-1	-7	2	-1.0	-32	3.8	-5.6
9	Cc1cc(NC(=O)CCC(=O)N(c2ccccc2)C(C(=O)NC(C)(C)C)c2ccccc2Cl)no1 (configuration not stated)	-1.8	-8	2	11	0	-0.8	-8	0.6	2.1
10	N#C/C(=C\c1ccc(-c2ccc(S(=O)(=O)N3CCOCC3)cc2)o1)C(=O)NC1CC1	1.4	-13	7	-12	0	·	-8	0.6	-2.3
11	Cc1cc(O)c2c3c(c(=O)oc2c1)CCC(C)C3 (configuration not stated)	·	3	21	8	2	0.7	·	1.3	-0.8
12	O=C(O)c1cnc2[nH]c3ccccc3n2c1=O	1.5	8	36*	-72	176*	2.5	4	0.2	0.0
13	O=C(c1ccc(S(=O)(=O)NCc2ccco2)cc1)N1CCN(Cc2ccc3c(c2)OCO3)CC1	-0.1	-4	-2	10	1	-0.7	-3	-0.7	1.3
14	O=C(CCCCCl)Nc1c2c(nc3ccccc13)CCC2	0.5	-1	1	-3	1	-1.0	-7	0.6	-0.8
15	S=C(NCCc1ccccn1)Nc1cccc(Cl)c1	-0.3	7	9	0	-1	·	3	-0.2	-2.3
16	Nc1nc(NCc2ccc(Cl)cc2)nc(NCCO)c1[N+](=O)[O-]	-0.4	-4	38*	13	-2	0.3	-1	6.2	-3.4
17	Cc1ccccc1C(=O)NNc1ccc(-c2csnn2)cc1	-3.1	25*	-7	7	-1	6.9	?	-0.3	-1.9
18	O=C(CCN1C(=O)/C(=C\C=C\c2ccccc2)SC1=S)Nc1cccc(C(=O)O)c1	0.5	-2	4	33*	-9	1.4	2	3.2	-2.2
19	COc1ccccc1NS(=O)(=O)c1cc(C(=O)NCC(c2ccc(F)cc2)N2CCOCC2)ccc1C (configuration not stated)	·	-3	1	-3	1	-2.1	·	-1.5	-3.8
20	Cc1ccccc1C(=O)OCCCN=C1NS(=O)(=O)c2ccccc21	0.4	7	-5	10	0	3.2	10	3.3	-3.1

Record cards, from the list above. Values in the order: BoNT A protease | PrPC surface inh | GDH-TPI counter | CCHFV vOTU inh | Mtb FBA inh | Mtb BioA inh | BoNT F protease | UGM FP inh | FadD28 binding
Listed for `Nc1nc(NCc2ccc(Cl)cc2)nc(NCCO)c1[N+](=O)[O-]` → -0.4 | -4 | 38* | 13 | -2 | 0.3 | -1 | 6.2 | -3.4
Listed for `O=C(CCN1C(=O)/C(=C\C=C\c2ccccc2)SC1=S)Nc1cccc(C(=O)O)c1` → 0.5 | -2 | 4 | 33* | -9 | 1.4 | 2 | 3.2 | -2.2

(continued)
item	molecule	BoNT A protease	PrPC surface inh	GDH-TPI counter	CCHFV vOTU inh	Mtb FBA inh	Mtb BioA inh	BoNT F protease	UGM FP inh	FadD28 binding
21	CCCCNC1=NCCS1	-0.3	2	1	17	-3	·	2	-1.1	-1.3
22	Fc1ccccc1-c1nc(NCc2ccco2)c2ccccc2n1	-0.3	2	9	-12	-3	·	-3	-5.2	-2.3
23	Cc1cccc2cc(CN(CCCO)C(=O)Nc3ccccc3Cl)c(=O)[nH]c12	0.1	-3	8	-6	4	-0.4	1	-3.1	0.7
24	CC(c1ccccc1)n1c(SCC(=O)N2CC(=O)Nc3ccccc32)nc2ccccc2c1=O (configuration not stated)	-0.1	22	20	11	-1	·	-6	1.4	-18
25	COc1ccccc1CNC(=O)C1CCN(C(=O)c2sccc2-n2cccc2)CC1	-2.1	-4	-1	14	0	-0.6	1	0.8	1.7
26	O=C(NCc1ccccc1)C(=O)NCC1OCCCN1S(=O)(=O)c1cccs1 (configuration not stated)	0.5	-5	5	1	0	1.6	2	1.5	1.1
27	O=C(Cn1nnc(-c2ccncc2)n1)N1CCc2ccccc21	-0.3	-1	14	8	0	-0.9	-6	-2.5	-0.4
28	Cc1noc(C)c1S(=O)(=O)N(C)C[C@H]1Oc2c(NC(=O)C3CCCCC3)cccc2C(=O)N([C@H](C)CO)C[C@@H]1C	-0.2	2	8	12	3	0.3	-10	-0.5	0.1
29	CC(=O)c1cc(C(c2csc(C(C)=O)c2)c2csc(C(C)=O)c2)cs1	1.4	3	-3	-3	0	1.6	7	-0.5	-5.5
30	O=C(CCCN1C(=O)c2cccnc2C1=O)N1CC(=O)N(CCc2ccccc2)C(=O)C1	0.6	-2	0	-2	-8	-1.4	23	-0.6	-4.5
31	CCOC(=O)C1CCCN(C(=O)c2ccc3ncsc3c2)C1 (configuration not stated)	0.0	-1	12	-2	2	4.9	7	2.1	-2.3
32	COC(=O)c1ccc(/C=C/c2ccc3cccc(OC)c3n2)cc1	5.7	-15	37*	-22	60*	·	8	3.3	-1.8
33	O=C(COC(=O)/C=C/c1cccc(Cl)c1)NCCc1ccc(Cl)cc1Cl	0.4	0	-3	-7	-1	·	-1	-1.9	-1.3
34	Cc1ccccc1-c1nnn(CC(=O)N2CCN(C(=O)c3ccco3)CC2)n1	-0.8	6	4	-4	2	·	-4	2.6	-1.2
35	CCOC(=O)N1CCN(C(=O)CCNS(=O)(=O)c2cc(Br)cnc2N)CC1	-0.3	-1	5	-4	0	·	-6	-1.4	-0.5
36	COCCCNC(=O)CSc1nc2ccccc2c(=O)n1Cc1ccc2c(c1)OCO2	0.1	-5	1	-16	-1	0.2	0	0.4	-2.9
37	CCc1ccc(NC(=O)CSc2ccc(-c3sc(C)nc3C)nn2)cc1	0.1	4	4	8	-1	0.1	2	3.3	-4.9
38	COC(=O)[C@]1(Cc2ccccc2)N[C@H](c2ccc(-c3ccccc3)cc2)[C@@H]2C(=O)N(C)C(=O)[C@@H]21	0.0	-2	-6	5	3	-1.1	-11	-4.0	-7.4
39	COc1ccc(NC(=O)c2cc(C3CCCCN3S(=O)(=O)c3ccccc3)on2)c(C)c1 (configuration not stated)	-0.3	2	-1	-10	-2	-0.8	-4	·	-4.3
40	Cc1cccc(-c2nc(S(=O)(=O)c3ccccc3)c(N3CCOCC3)o2)c1	-1.8	3	1	10	-3	-0.1	9	-2.5	-3.9

Some values from above:
Entry for #27 under BoNT A protease: -0.3
Entry for #31 under Mtb BioA inh: 4.9

Part of the list above in order of molar mass, lowest first:
item	molecule	BoNT A protease	PrPC surface inh	GDH-TPI counter	CCHFV vOTU inh	Mtb FBA inh	Mtb BioA inh	BoNT F protease	UGM FP inh	FadD28 binding
27	O=C(Cn1nnc(-c2ccncc2)n1)N1CCc2ccccc21	-0.3	-1	14	8	0	-0.9	-6	-2.5	-0.4
32	COC(=O)c1ccc(/C=C/c2ccc3cccc(OC)c3n2)cc1	5.7	-15	37*	-22	60*	·	8	3.3	-1.8
40	Cc1cccc(-c2nc(S(=O)(=O)c3ccccc3)c(N3CCOCC3)o2)c1	-1.8	3	1	10	-3	-0.1	9	-2.5	-3.9
37	CCc1ccc(NC(=O)CSc2ccc(-c3sc(C)nc3C)nn2)cc1	0.1	4	4	8	-1	0.1	2	3.3	-4.9
26	O=C(NCc1ccccc1)C(=O)NCC1OCCCN1S(=O)(=O)c1cccs1 (configuration not stated)	0.5	-5	5	1	0	1.6	2	1.5	1.1
28	Cc1noc(C)c1S(=O)(=O)N(C)C[C@H]1Oc2c(NC(=O)C3CCCCC3)cccc2C(=O)N([C@H](C)CO)C[C@@H]1C	-0.2	2	8	12	3	0.3	-10	-0.5	0.1

The list goes on.
item	molecule	BoNT A protease	PrPC surface inh	GDH-TPI counter	CCHFV vOTU inh	Mtb FBA inh	Mtb BioA inh	BoNT F protease	UGM FP inh	FadD28 binding
41	CC12CN3CCN(C1)CC(C)(C3)C2=NN	1.8	2	-3	-9	0	·	4	0.6	0.6
42	Cc1ccc(OCCCC(=O)Nc2ccc3c(c2)OCCO3)cc1	0.0	2	5	4	2	1.2	-2	5.0	-0.4
43	Cc1cc(N(C)C)cc(C)[n+]1[O-]	-0.8	-1	-2	24	1	-3.7	-6	2.1	-4.2
44	COc1ccc(NC(=O)Nc2cc(F)ccc2C)cc1	-0.1	16	3	-8	2	·	-9	0.1	0.6
45	O=C1C2C3C=CC(C3)C2C(=O)N1CCN1CCN(S(=O)(=O)/C=C/c2ccccc2)CC1 (configuration not stated)	-0.6	4	2	8	1	·	1	-0.6	-0.1
46	CCCCNc1cc(C)oc(=O)c1C(C)=O	6.1	-2	4	4	1	-0.7	6	1.2	0.3
47	C[C@@H]1CN([C@H](C)CO)C(=O)c2cccc(NC(=O)Nc3ccc(F)cc3)c2O[C@H]1CN(C)C(=O)Nc1ccc(C(F)(F)F)cc1	-0.1	9	8	12	1	0.6	-10	-0.5	-16
48	CCN(CC)c1ccc(N=C2C(=O)Nc3ccccc32)cc1	0.1	-18	0	13	1	-0.3	-168	-2.3	0.8
49	O=C(NC1CC2CCCC(C1)N2Cc1ccccc1)c1cccc(F)c1 (configuration not stated)	-0.9	-7	7	-14	-1	2.2	?	0.3	-0.5
50	CCOC(=O)COc1ccc2c(c1)c(C(C)=O)c(C)n2-c1ccc(OC)cc1	2.1	2	14	0	4	-0.1	10	-0.5	·
51	CSc1ncccc1C(=O)N1CCN(S(=O)(=O)c2ccccc2)CC1	-0.8	-6	-1	2	-3	-0.4	2	0.3	0.1
52	CCOc1ccc(S(=O)(=O)NCc2ccccc2)cc1C(N)=O	0.9	8	-1	-1	0	·	-2	1.3	-0.7
53	COc1ccc(N2CCN(C(=O)CSc3ncn[nH]3)CC2)cc1	-0.2	-2	4	6	3	6.2	-3	-2.1	0.7
54	NC(N)=NC(N)=Nc1ccc(O)cc1	-2.8	1	-4	-11	4	2.2	?	-3.5	-3.1
55	COc1cc(C(=O)COC(=O)c2ccc([N+](=O)[O-])o2)cc(OC)c1OC	-0.2	-30	9	11	-1	0.5	-5	2.5	-2.3
56	CCc1cccc(OCC(=O)Nc2ccc(C)c(S(=O)(=O)N3CCCCCC3)c2)c1	·	7	-9	8	-1	-0.9	·	·	-2.5
